# FEN1 inhibitor: blocks human flap endonuclease 1; Potency, µM (series often up to 114 µM), without a hit: at the top dose activity change, negative = inhibition, most hits filed as inhibitors; hit rate 0.35% among 390,000; Recombinant FEN1 flap cleavage, fluorescence, 15 min; P39748; note: nearly all actives have a fitted effect of over 65% in size
#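 Nuclease activity of 10 nM FEN1 was measured after 15 min of room-temperature exposure to titrated compounds, by adding 50 nM flap substrate and reading plates at 0 and 15 min.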
# KAT2A inh: inhibitors of human GCN5L2 histone acetyltransferase; Potency, µM (doses to about 58.9 µM), for the others: top-dose activity change, negative = inhibition, usual class: inhibitors; hit rate 0.21% among 390,000; Q92830; AID 504327; GCN5L2 HAT assay, ThioGlo1 CoA-SH fluorescence
# Target sequence (Q92830 whole entry, looked up): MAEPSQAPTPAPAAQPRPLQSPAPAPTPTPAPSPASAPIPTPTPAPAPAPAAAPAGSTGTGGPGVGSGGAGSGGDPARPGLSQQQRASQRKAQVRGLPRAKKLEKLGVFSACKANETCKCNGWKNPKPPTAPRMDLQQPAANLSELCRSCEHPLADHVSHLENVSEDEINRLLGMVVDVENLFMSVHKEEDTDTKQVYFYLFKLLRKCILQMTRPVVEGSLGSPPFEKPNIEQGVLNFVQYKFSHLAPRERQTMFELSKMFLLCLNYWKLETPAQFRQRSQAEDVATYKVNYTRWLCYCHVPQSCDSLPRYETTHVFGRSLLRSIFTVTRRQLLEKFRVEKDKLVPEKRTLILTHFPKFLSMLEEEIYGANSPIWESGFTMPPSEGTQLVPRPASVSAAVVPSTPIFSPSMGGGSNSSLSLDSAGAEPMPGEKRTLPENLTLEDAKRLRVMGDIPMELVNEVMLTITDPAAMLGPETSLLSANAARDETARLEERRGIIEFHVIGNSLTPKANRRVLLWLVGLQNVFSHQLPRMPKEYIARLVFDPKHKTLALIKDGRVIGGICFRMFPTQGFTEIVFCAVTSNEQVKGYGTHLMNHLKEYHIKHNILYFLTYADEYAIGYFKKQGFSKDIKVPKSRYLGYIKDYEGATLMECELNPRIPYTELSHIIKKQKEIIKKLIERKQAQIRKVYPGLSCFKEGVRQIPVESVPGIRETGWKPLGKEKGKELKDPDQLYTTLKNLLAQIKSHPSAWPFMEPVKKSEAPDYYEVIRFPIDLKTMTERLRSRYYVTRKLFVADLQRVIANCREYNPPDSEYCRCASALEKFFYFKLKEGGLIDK
#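 Free CoA generated was detected with ThioGlo1 (50uM) fluorescence at Ex340nm/Em540nm, read immediately and after 20 min at room temperature. Enzyme, 20 nM in HEPES pH 7.5 buffer, saw compounds 15 min before adding 75uM H3(1-25) peptide and 70uM acetyl-CoA.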
# N370S GC: inhibitors or activators of N370S glucocerebrosidase for Gaucher disease; P04062; N370S GC spleen homogenate, 4MU-glucoside fluorescence; Potency, µM (highest dose often 59.4 µM), without a hit: at the highest dose activity change, negative = inhibition, actives largely listed as inhibitors; hit rate 0.092% among 330,000;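 note: 0% = full enzyme activity and -100% = no enzyme basal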
# * = called active by the depositor; ? = inconclusive; / = not tested or not shown; & = joins results of further samples; [ ] = remark or other dose. Calls come from the whole dose curve; as a rule, active = well fitted curve in the direction sought with a large enough effect; inconclusive = small, poorly fitted or top-dose-only effect, or another doubt; inactive = no such curve, though single readings can be large; an effect the other way counts as inactive or inconclusive. Unless noted, % is set by controls: 0 for no effect and ±100 for the full control effect; potency is the fitted concentration of half-maximal effect. The list is partial. The share of hits here may be higher or lower than overall.
FEN1 inhibitor	KAT2A inh	N370S GC	SMILES
0%	-21%	-6%	Cc1ccc(C)c(OCc2cc(C(=O)N3CCN(C(=O)c4ccco4)CC3)no2)c1
1%	3%	5%	COc1ccc(/C=N/NC(=O)Cc2cccs2)cc1
-17%	-12%	16%	O=C(CN1CCN(c2ccccc2)CC1)Nc1ccccc1Sc1ccccc1
-10%	-26%	2%	CCOC(=O)C(=CNc1ccc(C(F)(F)F)cc1)C(=O)OCC
4%	2%	/	Cc1ccc(CNC(=O)c2ccc(CN3CC(=O)N4CCCCC4C3=O)cc2)cc1 (stereo unspecified)
12%	-18%	/	CC(=O)Nc1cccc(NC(=O)Cn2cnc3c(oc4ccccc43)c2=O)c1
/	-7%	2%	CCCNC(=O)OC[C@H]1O[C@H](CCO/N=C(\C)CCN2CCc3nc(-c4ccccc4)c(-c4ccccc4)cc3C2)C=C[C@@H]1Oc1ccc(OC)cc1
?	-9%	-15%	CCN1CCN(c2nc(Nc3ccc(NC(C)=O)cc3)nc(Nc3ccc(NC(C)=O)cc3)n2)CC1
-12%	0%	-11%	Cc1n[nH]c(=O)nc1NCc1ccccc1
0%	-1%	-1%	CCCC(=O)Nc1cc(-c2nn(C)c(=O)c3ccccc23)ccc1OC
/	4%[135 µM]	-12%[136 µM]	CC(=O)N1CC[C@H]2CC(=O)CC[C@@]21C
-16%	?	-15%	CCC(C)(C)NC(=O)C(c1ccc(C)cc1)N(Cc1cccs1)C(=O)c1ccc2c(c1)OCCO2 (stereo unspecified)
9%	-3%	/	CC1CCCC(C)N1C(=O)COC(=O)c1ccccc1O (stereo unspecified)
-9%	/	5%	CC(=O)c1ccc(Nc2nc(=O)c3cccnc3s2)cc1
-1%	-20%	-3%	CCc1c(C)sc(NC(=O)c2noc(C)c2[N+](=O)[O-])c1C#N
0%	2%	/	CC(=O)c1cccc(NC(=O)C(C)OC(=O)C2=NNC(=O)CC2)c1 (stereo unspecified)
-15%	-10%	4%	Cn1cnc2c1c(=O)n(Cc1ccc(Cl)cc1Cl)c(=O)n2C
1%	1%	-2%	CC(C)(C)C(=O)NC1CCN(S(=O)(=O)c2cccc(C(F)(F)F)c2)CC1
7%	-7%	3%	COc1cc(C(=O)Nc2cccc(-c3nc4cc(C)cc(C)c4o3)c2)cc(OC)c1OC
-4%	-4%	3%	CC(=O)c1cccc(NC(=O)N2C3CCC2CC(NC(=O)Nc2ccccc2)C3)c1 (stereo unspecified)
-18%	-2%	7%	N#Cc1c(/N=C/c2ccccc2)oc(-c2ccccc2)c1-c1ccccc1
41%[activator]	-2%	5%	Cc1cc(-n2c(C)cc(C(=O)CCl)c2C)no1
-5%	-3%	-4%	CN(C)[C@@H](CO)c1nnc([C@H](Cc2ccc(O)cc2)NC(=O)C2CCNCC2)o1
3%	0%	28%	CC(C)CN1CCC(C(=O)NCC2CCCO2)CC1 (stereo unspecified)
2%	-3%	7%	N#Cc1c(NC(=O)CCCl)sc2c1CCCCC2
-1%	-7%	0%	CCOCc1nnc(NC(=O)CSCc2ccccc2)s1
-5%	-23%	-8%	NC(=O)C(c1ncc(C(F)(F)F)cc1Cl)c1c(Cl)cccc1Cl (stereo unspecified)
-3%	-7%	/	Cc1ccc(S(=O)(=O)c2nc(Cc3ccccc3)oc2N2CCOCC2)cc1
-1%	-5%	3%	CSc1nnc(NC(=O)c2cc3ccccc3oc2=O)s1
2%	-4%	/	O=C(CN1C(=O)C(=O)N(Cc2ccccc2)C1=O)c1ccc[nH]1
10%	0%	16%	COC(=O)c1c(NC(=O)CSc2nnnn2C)sc(C)c1C
?	-3%	-18%	Cc1ccccc1NC(=O)CN1C(=O)N/C(=C\c2cccn2-c2cccc(C(=O)O)c2)C1=O
-11%	1%	/	CCOc1ccc(Nc2cc(C)nc3nncn23)cc1
5%	-7%	18%	COc1ccc(Cc2nnc(N)s2)cc1OC
-3%	4%	/	CCOC(=O)c1c(C)oc2nc(C)nc(NCc3cccc(OC)c3)c12
2%&-19%	-3%	-2%	COc1ccccc1C(NC(C)=O)c1cc(Cl)c2cccnc2c1O (stereo unspecified)
-3%	1%	7%	CCOc1ccc(Br)cc1C(=O)Nc1ccc(C(=O)NCC(C)C)cc1
2%	-5%	-11%	Nc1ccc(C#Cc2ccc3c(=O)c4ccccc4oc3c2)cc1
-11%	-4%	0%	O=C(CCC1CCCC1)NNC(=O)c1cc2ccccc2cc1O
-15%	-3%	0%	Cc1ccc(S(=O)(=O)NCCC(=O)OCC(=O)N(Cc2ccccc2)C(C)(C)C)cc1
-5%	-10%	2%	CC(C)COP(=O)(OCC(C)C)C(Nc1ccccc1)c1ccccc1 (stereo unspecified)
-19%	-9%	/	O=C(NCc1ccc(F)cc1)c1cc2c(s1)-c1ccccc1SC2
-1%	-7%	/	COc1ccc(CNC(=O)Cn2c(SCC(=O)Nc3ccc(C)c(C)c3)nc3ccccc32)cc1
2%	-1%	2%	Cc1ccc2cc(C#N)c(SCC(=O)NNC(=O)Cc3ccccc3)nc2c1
6%	2%	4%	CN(C)N1C(N)=C(C#N)C(c2cccnc2)C2=C1CC(C)(C)CC2=O (stereo unspecified)
-18%	4%	-13%	N/C(=N\OC(=O)c1ccccc1F)c1ccc([N+](=O)[O-])cc1
-2%	1%	-12%	O=C(O)CCCNS(=O)(=O)c1ccc(Br)s1
3%	1%	-1%	COc1cc2c(cc1NC(=O)/C=C/c1ccc([N+](=O)[O-])cc1)oc1ccccc12
3%	-22%	4%	COc1ccccc1-c1nc(-c2ccncc2)no1
-3%	?	-7%	N=C(N)n1c(N)nc2ccccc2c1=O
-5%	-2%	4%	Cc1nn(CC(=O)Nc2cccnc2)c(=O)c2ccccc12
-10%	-1%	-14%	O=c1ccccn1Cc1c(Cl)cccc1Cl
-10%	-10%	/	CCOc1ccc(Nc2nc(C)c(NC(=O)c3ccc(C)cc3)c(Nc3ccc(OCC)cc3)n2)cc1
4%	-2%	15%	CCCC1CCc2c(sc(NC(=O)c3cccs3)c2C(N)=O)C1 (stereo unspecified)
-2%	1%	-2%	O=C(CCS(=O)(=O)CCN1CCOCC1)NCNC(=O)CCS(=O)(=O)CCN1CCOCC1
-10%	-16%	/	CC(=O)Nc1ccc(NC(=O)c2cc(-c3cccs3)on2)cc1
5%	-4%	5%	Cc1cc2ccccn2c1C(=O)c1ccc([N+](=O)[O-])o1
-21%	1%	-4%	Cc1ccccc1C(=O)O/N=C(\N)c1ccccc1
-3%	1%	3%	COc1ccc(C)cc1S(=O)(=O)NC1CCCC1
-24%	24%	-14%	Fc1cccc(Cl)c1CN1CCN(c2nc3ccccc3s2)CC1

# Rewritten comma-delimited: part of the list above.
SMILES,FEN1 inhibitor,KAT2A inh,N370S GC
N/C(=N\OC(=O)c1ccccc1F)c1ccc([N+](=O)[O-])cc1,-18%,4%,-13%
O=C(O)CCCNS(=O)(=O)c1ccc(Br)s1,-2%,1%,-12%
COc1cc2c(cc1NC(=O)/C=C/c1ccc([N+](=O)[O-])cc1)oc1ccccc12,3%,1%,-1%
COc1ccccc1-c1nc(-c2ccncc2)no1,3%,-22%,4%
N=C(N)n1c(N)nc2ccccc2c1=O,-3%,?,-7%
Cc1nn(CC(=O)Nc2cccnc2)c(=O)c2ccccc12,-5%,-2%,4%
O=c1ccccn1Cc1c(Cl)cccc1Cl,-10%,-1%,-14%
CCOc1ccc(Nc2nc(C)c(NC(=O)c3ccc(C)cc3)c(Nc3ccc(OCC)cc3)n2)cc1,-10%,-10%,/
CCCC1CCc2c(sc(NC(=O)c3cccs3)c2C(N)=O)C1 (stereo unspecified),4%,-2%,15%
O=C(CCS(=O)(=O)CCN1CCOCC1)NCNC(=O)CCS(=O)(=O)CCN1CCOCC1,-2%,1%,-2%
CC(=O)Nc1ccc(NC(=O)c2cc(-c3cccs3)on2)cc1,-10%,-16%,/
Cc1cc2ccccn2c1C(=O)c1ccc([N+](=O)[O-])o1,5%,-4%,5%
Cc1ccccc1C(=O)O/N=C(\N)c1ccccc1,-21%,1%,-4%
COc1ccc(C)cc1S(=O)(=O)NC1CCCC1,-3%,1%,3%
Fc1cccc(Cl)c1CN1CCN(c2nc3ccccc3s2)CC1,-24%,24%,-14%

# Following part:
FEN1 inhibitor	KAT2A inh	N370S GC	SMILES
-17%	-8%	-27%	Cc1nc2ccccc2nc1N/N=C/c1ccc(O)cc1
-2%	-12%	?	Cc1cc(C)n2c(nc3ccccc32)c1C(=O)NCc1ccccc1
6%	-4%	1%	Cc1cccc(NC(=O)CCOc2ccccc2)c1
/	-7%	4%	CSCC[C@H](NC(=O)[C@H](CC(C)C)N(C)C(=O)[C@@H]1CCCN1C(=O)[C@H](Cc1ccccc1)NC(=O)[C@H](Cc1ccccc1)NC(=O)CCC(C)N)C(=O)O (stereo partly specified)
19%	-9%	/	Cc1cccc(OCC(=O)NCC2(N3CCN(C)CC3)CCCCC2)c1C
-13%	-8%	3%	CCc1ccccc1OCC(=O)Nc1cccc(S(=O)(=O)N2CCCC2)c1
-3%	-11%	7%	Cc1cc2cc(C#N)c(N3CCOCC3)nc2cc1Cl
8%	-24%	-9%	O=C(CCN1CCOCC1)Nc1ccc(F)cc1
9%	-1%	/	Cc1ccc(CNC(=O)Cc2csc3ccccc23)cc1
0%	-2%	-4%	CCOC(=O)C1=C(COC(=O)/C=C/c2ccc(OC)c(OC)c2)NC(=O)NC1C (stereo unspecified)
4%	-1%	1%	O=C(NCC1CCCN1S(=O)(=O)c1cccs1)c1ccc(F)cc1 (stereo unspecified)
-6%	-2%	-1%	CN(CCC1CCOCC1)C(=O)CC1C(=O)NCCN1Cc1cccc(F)c1 (stereo unspecified)
-4%	-2%	19%	Cc1cc(C(=O)Nc2c(C)nn(Cc3ccccc3)c2C)on1
20%	-9%	10%	C=CCOc1ccc(/C=C/C(=O)Nc2ccc(C(=O)NC)cc2)cc1
-19%	-4%	-16%	CC1CCCC(C)N1CCCNC(=O)Cn1ncc2c3ccccc3n(C)c2c1=O (stereo unspecified)
-8%	1%	-1%	COCCN(C(=O)c1snc(C(N)=O)c1N)C(C(=O)NC1CCCC1)c1cc(OC)c(OC)c(OC)c1 (stereo unspecified)
-15%	-17%	1%[12.8 µM]	C=CCN1C=C2C(=O)C(C)(OC(=O)c3cccs3)C(=O)C=C2C=C1CCCC(=O)OC (stereo unspecified)
0%	-5%	20%	Cc1[nH]c2ccccc2c1C(=O)/C=C/c1ccccc1
15%	-17%	13%	O=C(CSC1=NCCS1)Nc1nc2ccccc2s1
10%	5%	-10%	Cc1ccccc1Nc1c(-c2ccccn2)nc2ccccn12
3%	-3%	5%	O=C(NCc1ccccc1)NS(=O)(=O)c1ccccc1Cl
-1%	-13%	?	COc1ccc(C2CC(c3ccccc3OC(C)=O)=NN2C(=O)/C=C/c2ccccc2)cc1OC (stereo unspecified)
10%	-4%	/	CSc1ccc(Cl)c(C(=O)NNC(=O)c2cccs2)c1
7%	-7%	-2%	CCc1cc(C(=O)Cc2nc3ccccc3[nH]2)c(O)cc1O
-1%	-24%	7%	CCCCOC(=O)CSC1=C(C#N)C(c2ccccc2OCC)C(C#N)C(=O)N1 (stereo unspecified)
8%	-17%	/	CCN(CC)c1nn2c(=O)c(C(=O)NCc3ccccc3Br)cnc2s1
5%	-2%	3%	Nc1nc(Nc2ccccc2Br)nc(C(F)(F)F)n1
-3%	0%	2%	Clc1cccc(Cc2nn[nH]n2)c1
-8%	-9%	-5%	c1ccc(CC(Nc2ccccn2)c2ccccc2)cc1 (stereo unspecified)
-8%	0%	-6%	COc1ccc(C2c3[nH]c4ccccc4c3C[C@H]3C(=O)N(CC(C)C)CC(=O)N23)c(OC)c1 (stereo partly specified)
/	-17%	-1%	Clc1ccccc1-c1cncnc1NCc1cccs1
11%	-2%	/	COC(=O)[C@]1(C)N[C@H](CN(C)C(=O)c2ccc(C(C)(C)C)cc2)[C@@H]2C(=O)N(Cc3ccccc3)C(=O)[C@@H]21
14%	0%	2%	CSc1ccccc1NC(=O)C1CCCN(S(C)(=O)=O)C1 (stereo unspecified)
-2%	-7%	/	CC(NC(=O)c1ccc(Br)o1)c1ccc(-n2ccnc2)cc1 (stereo unspecified)
5%	-2%	-15%	C=C1CCC[C@]2(C)C[C@H]3OC(=O)C(CN(Cc4ccc(OC)c(OC)c4)CC(C)O)[C@H]3CC12 (stereo partly specified)
-1%	-19%	9%	Cc1cnc(C(=O)Nc2ccc(C(=O)N3CCCCC3)cc2)cn1
-1%	1%	3%	COc1ccc(CNS(=O)(=O)c2ccc3oc(C(=O)O)c(C)c3c2)cc1
2%	-5%	2%	O=C(NCc1cccs1)C1CCCN(C(=O)Nc2ccc(F)cc2)C1 (stereo unspecified)
1%	-5%	0%	COC(=O)c1cnc[nH]1
5%	-6%	-5%	O=C(COc1coc(CN2CCCc3ccccc32)cc1=O)Nc1ccccc1
5%	-3%	-5%	COC(=O)c1ccccc1COn1c(=O)c[n+]([O-])c2ccccc21
-4%	-7%	2%	CCCCSc1nnc(CSc2ncccn2)n1C
